Pin1 inhibitor: qHTS Assay to Find Inhibitors of Pin1; Pin1 FP peptide displacement, HiFluor488, 10 min; 390,000 tested, 0.009% active; Potency, µM (top dose mostly 115 µM), without a hit: top-dose activity, negative = inhibition, hits mostly inhibitors; active = well fitted inhibition curve with a large enough effect in the polarisation, with a control signal flat, not every such curve was filed as active; inconclusive = small, poorly fitted or top-dose-only effect, or effect the other way, or a change in a side signal; inactive = no such curve, though single readings can be large or run the other way; the % refers to the polarisation; also: potency is read from the fitted curve at half-maximal effect; % is scaled to controls: 0 for no effect and ±100 for the full control effect
BAZ2B block: qHTS Assay for Inhibitors of BAZ2B; Bromodomain adjacent to zinc finger domain protein 2B (Homo sapiens), Q9UIF8; AlphaScreen BAZ2B-H3K14Ac peptide displacement; Potency, µM (highest dose often 114 µM), for the others: at the top dose activity change, negative = inhibition, actives largely listed as inhibitors; 360,000 tested, 4.4% active; also: potency is read from the fitted curve at half-maximal effect; % is scaled to controls: 0 for no effect and ±100 for the full control effect; nearly all actives have a fitted effect of over 60% in size
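AlphaScreen displacement of biotin-H3(5-23)K14Ac peptide (50 nM final) from BAZ2B (50 nM final) in PBS pH 7.4, 0.01% Tween-20; complex preformed 30 min RT, then compounds (top 110 uM) 30 min RT, beads 20 min dark.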
Pol eta inh: qHTS for Inhibitors of Polymerase Eta. recombinant Pol eta, fluorescent DNA replication assay. DNA polymerase eta (Homo sapiens), Q9Y253. Potency, µM (titrated, usually from 114 µM), for the others: top-dose activity change, negative = inhibition, hits mostly inhibitors. AID 588591, 2011. 390,000 tested, 1.2% active; also: potency is read from the fitted curve at half-maximal effect; % is scaled to controls: 0 for no effect and ±100 for the full control effect
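Pol eta at 10 nM preincubated with compounds 15 min at room temperature; reaction started with fluorescent substrate (50 nM final) and read kinetically at 0 and 10 min.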
G9a block: qHTS Assay for Inhibitors of Histone Lysine Methyltransferase G9a; Histone-lysine N-methyltransferase EHMT2 (Homo sapiens), Q96KQ7; G9a H3K9 monomethylation, AlphaScreen, 2 h; Potency, µM (top dose mostly 102 µM), without a hit: at the top dose activity, negative = inhibition, actives largely listed as inhibitors; 350,000 tested, 8.8% active; also: potency is read from the fitted curve at half-maximal effect; % is scaled to controls: 0 for no effect and ±100 for the full control effect; nearly all actives have a fitted effect of over 75% in size
Target sequence (Q96KQ7 913-1193 limits assumed): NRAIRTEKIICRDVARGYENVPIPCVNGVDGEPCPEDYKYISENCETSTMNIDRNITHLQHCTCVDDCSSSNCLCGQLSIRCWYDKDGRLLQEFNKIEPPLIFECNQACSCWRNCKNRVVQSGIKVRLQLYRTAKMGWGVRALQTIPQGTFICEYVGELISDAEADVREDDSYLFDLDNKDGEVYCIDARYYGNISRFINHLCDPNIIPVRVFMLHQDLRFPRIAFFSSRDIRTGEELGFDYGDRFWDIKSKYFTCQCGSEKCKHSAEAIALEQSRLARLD
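Step 1: enzyme (final 20 nM) with compound, 15 min RT. Step 2: substrate peptide 500 nM and SAM 20 uM, 2 h RT. Step 3: anti-H3K9me1 antibody and AlphaScreen beads, 10 min, then plate read.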
JMJD2A Tudor: qHTS Assay for Inhibitors of JMJD2A-Tudor Domain; Lysine-specific demethylase 4A (Homo sapiens), O75164; AlphaScreen JMJD2A-Tudor / H3K4me3 peptide binding; 390,000 tested, 4.4% active; AID 504339, 2011; Potency, µM (series often up to 114 µM), for inactives: at the top dose activity change, negative = inhibition, most hits filed as inhibitors; also: potency is read from the fitted curve at half-maximal effect; % is scaled to controls: 0 for no effect and ±100 for the full control effect; nearly all actives have a fitted effect of over 50% in size
PI4K2A inh: qHTS for small molecular inhibitors of PI4K2A. activity change, negative = inhibition, % at 76.9 µM. purified PI4K2A, ADP-Glo luminescence, 1 h; stronger effect = lower value. 420,000 tested, 0.13% active. Phosphatidylinositol 4-kinase type 2-alpha (Homo sapiens), Q9BTU6; in the data active = activity change below about -50%; inconclusive = mostly about -30% to -49%;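 also: -100% = wells without enzyme as full effect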
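Compounds are screened against recombinant PI4K2A using PI as substrate and ATP, the latter dispensed at 300 microM. Reactions run one hour at ambient temperature before ADP-Glo detection; full inhibition defined by wells lacking enzyme.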
HP1b chromo inh: HTS for Inhibitors of HP1-beta Chromodomain Interactions with Methylated Histone Tails; Potency, µM (top dose mostly 114 µM), for the others: at the highest dose activity change, negative = inhibition, usual class: inhibitors; Chromobox protein homolog 1 (Homo sapiens), P83916; AlphaScreen HP1-beta / biotin-H3K9me3 peptide binding; 390,000 tested, 0.56% active; also: potency is read from the fitted curve at half-maximal effect; nearly all actives have a fitted effect of over 70% in size; inactives centre near 23
Target sequence (P83916 whole entry, looked up): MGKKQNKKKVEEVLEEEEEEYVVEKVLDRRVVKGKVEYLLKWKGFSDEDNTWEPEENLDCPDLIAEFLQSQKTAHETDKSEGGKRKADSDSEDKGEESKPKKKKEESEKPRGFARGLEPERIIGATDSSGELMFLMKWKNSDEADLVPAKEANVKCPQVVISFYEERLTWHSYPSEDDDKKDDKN
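Compound inhibition of the preformed complex between 50 nM HP1-beta and 50 nM biotinylated H3K9me3 peptide was read by AlphaScreen. Buffer was PBS pH 7.4 with 0.01% Tween-20. Incubations ran 30 min at room temperature, with 10 ug/mL donor/acceptor beads.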
PGK inhibitor: qHTS Assay to Find Inhibitors of Phosphoglycerate Kinase; Phosphoglycerate kinase, glycosomal (Trypanosoma brucei brucei), P07378; PGK/GAPDH coupled, Kinase-Glo luminescence, 60 min; Potency, µM (titrated, usually from 57.5 µM), inactives show at the highest dose activity change, negative = inhibition, actives largely listed as inhibitors; 380,000 tested, 0.043% active; AID 602233, 2012; also: potency is read from the fitted curve at half-maximal effect; % is scaled to controls: 0 for no effect and ±100 for the full control effect; nearly all actives have a fitted effect of over 60% in size
Target sequence (P07378 whole entry, looked up): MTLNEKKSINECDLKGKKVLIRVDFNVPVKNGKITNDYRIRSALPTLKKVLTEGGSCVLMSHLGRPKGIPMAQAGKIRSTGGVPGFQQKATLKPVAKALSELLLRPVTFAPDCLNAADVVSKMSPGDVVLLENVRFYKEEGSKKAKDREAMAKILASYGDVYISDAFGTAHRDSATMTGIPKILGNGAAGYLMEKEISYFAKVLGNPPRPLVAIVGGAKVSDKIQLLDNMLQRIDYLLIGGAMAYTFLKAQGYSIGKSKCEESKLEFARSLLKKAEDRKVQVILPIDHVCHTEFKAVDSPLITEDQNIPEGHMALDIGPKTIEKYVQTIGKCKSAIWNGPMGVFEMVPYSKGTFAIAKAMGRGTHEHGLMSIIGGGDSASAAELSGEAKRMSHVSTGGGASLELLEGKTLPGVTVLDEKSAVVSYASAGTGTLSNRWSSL
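Recombinant glycosomal PGK reaction used 1,3-bisphosphoglycerate generated in-well by GAPDH (100nM final) in 100mM TEA pH 7.6, 5mM MgCl2, 0.01% Tween-20. After 60 minutes at room temperature, ATP was read by Kinase-Glo Plus luminescence end-point.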
GLS inhibitor: qHTS for Inhibitors of Glutaminase (GLS) | 410,000 tested, 0.21% active | Potency, µM (titrated, usually from 45.5 µM), for the others: at the top dose activity change, negative = inhibition, most hits filed as inhibitors | Glutaminase kidney isoform, mitochondrial (Homo sapiens), O94925 | AID 624170, 2012 | GLS enzymatic activity, qHTS titration; also: potency is read from the fitted curve at half-maximal effect; % is scaled to controls: 0 for no effect and ±100 for the full control effect
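hKGA in 45 mM KH2PO4 pH 8.2, 0.02% Tween-20 with pin-transferred compounds; 1 mM L-glutamine (stock) plus glutamate oxidase/HRP/Amplex Red coupling added. Fluorescence read initially and after 30 min at RT.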
* hit, by the source's call; i = inactive; ? = inconclusive; nt = not tested or not shown; & = joins results of further samples; [ ] = dose if it differs, or a comment. Unless noted, calls follow the shape of the dose curve; as a rule, active = well fitted curve in the direction sought with a large enough effect; inconclusive = small, poorly fitted or top-dose-only effect, or another doubt; inactive = no such curve, though single readings can be large; an effect the other way counts as inactive or inconclusive. An excerpt, so the mix of outcomes need not match the whole.

SMILES	Pin1 inhibitor	BAZ2B block	Pol eta inh	G9a block	JMJD2A Tudor	PI4K2A inh	HP1b chromo inh	PGK inhibitor	GLS inhibitor
Cc1ccc(NC(=O)CCn2nc(C)c(S(=O)(=O)N3CCCCC3)c2C)cc1Cl	-8%	-3%	3%	0%[12.7 µM]	-6%	-2	37%	-5%	-2%
Cc1ccc(CNC(=O)CN2N=C(c3ccccc3)CCC2=O)cc1	1%	1%	-13%	5%[59 µM]	-8%	3	22%	i	4%
Cc1ccc(CN2CCC(n3nccc3NC(=O)CCOc3ccccc3)CC2)cc1C	-2%	-16%	-9%	-7%	-28%	-5	18%	i	1%
COc1ccc(OCC(=O)Nn2c(-c3cccc(OC)c3)nc3ccccc3c2=O)cc1	-3%	3%	-14%	9%[59 µM]	-8%[57.1 µM]	0	34%	i	5%
Cc1ccccc1NC(=O)c1c(F)c(F)c(F)c(F)c1F	-7%	8%	0%	0%[12.7 µM]	-11%	1	18%	-10%	0%
CCCc1ncc(C[n+]2ccccc2C)c(N)n1	1%	1%	-19%	?	-35%	-4&-4	47%[activator]	4%	-3%
CC(C)Sc1nnc([C@H](Cc2ccccc2)NC(=O)OC(C)(C)C)o1	0%	2%	3%	35µM*	-2%	3	?	-4%	-2%
COc1ccc(C2C(C#N)=C(N)OC3=C2C(=O)CCC3)c(OC)c1OC (stereo not given)	-1%	nt	-13%	?	-19%	-3	16%	-1%	16%
CCOc1cc(S(=O)(=O)n2nc(C)cc2C)ccc1F	-7%	2%	-12%	-10%[12.7 µM]	4%	1	41%[activator]	7%	0%
CCC(=O)NC1CC2CCCC(C1)N2Cc1ccc(C)cc1 (stereo not given)	-1%	11%	-19%	29%	0%	1	9%	-1%	-3%
COC(=O)c1ccc(COc2ccccc2/C=N/O)o1	0%	-4%	-11%	nt	-16%	-2	16%	-1%	-1%
CNC(=S)N1C2CCC1CC(NC(=O)NC13CC4CC(CC(C4)C1)C3)C2 (stereo not given)	0%	-4%	-7%	8%[59 µM]	0%	1	31%	0%	0%
CCC(C(=O)NCc1cccnc1)c1ccccc1 (stereo not given)	-10%	-5%	-17%	nt	-2%	-3	22%	-7%	-3%
CC(=O)c1ccc(-c2cccc([C@H]3[C@@H]4C=CC[C@@H](C)[C@@H]4C(=O)N3Cc3ccccc3)c2)cc1	4%	nt	-19%	6%[59 µM]	-16%	4	25%	-2%	-8%
Cc1ccc(OCc2nn3c(-c4ccco4)nnc3s2)cc1	-18%	7%	7%	11%	-8%	-3	32%[activator]	6%	11%
CCCN(CCC)CCNC(=O)CCC(=O)Nc1ccc2nc(N3CCN(C)CC3)cc(C)c2c1	-8%	-14%	-3%	?	-12%	-1	18%	-7%	0%
COc1cc(C(=O)Nc2cccc(-n3cnnn3)c2)cc(OC)c1OC	-1%	-5%	-7%	-3%	-17%	3	66%[activator]	-9%	0%
Cc1ccc(NC(=O)c2c(C)oc3ncn(CC(C)C)c(=O)c23)nc1	-7%	13%[57.1 µM]	-3%	-1%[59 µM]	-4%	5	16%	i	-14%
Cc1cc2nnc(SCC(=O)NCc3cccs3)n2c2ccccc12	7%	-30%	1%	?	13%	2	27%	0%	nt
O=C(Nc1nc2ccccc2n1CCN1CCOCC1)c1ccc(COc2ccccc2Br)o1	10%	?	-21%	-7%	-22%	3	14%	-2%	2%
Oc1cccc2ccc(Nc3ccccn3)nc12	3%	5µM*	-13%	?	18µM*	-2	29%	-7%	-1%
CC(=O)c1ccc(NC(=O)COCc2cc(-c3ccco3)on2)cc1	2%	-21%	-8%	-3%[59 µM]	?	-3	17%	-3%	-13%
O=C(O)c1csc(-c2cccs2)n1	2%	-18%	-8%	79µM*	-8%	-4	22%	5%	2%
CC(C)CCNC(=O)c1onc(CSc2ccc(F)cc2)c1C(=O)NCCC(C)C	-7%	14%	-21%	8%[12.7 µM]	21%	-2	101%[activator]	i	-4%
COCCCN1C(=O)C(=O)/C(=C(/O)c2ccc(C)cc2)C1/C=C/c1ccccc1 (stereo not given)	-6%	-19%	-8%	45µM*	-9%	0	-2%	-2%	0%
CCc1nnc(NC(=O)CSCc2cc(=O)n3nc(C(C)C)sc3n2)s1	0%	-12%	-2%	23%	10%	0	19%[57 µM]	-2%	8%
Cc1cc(C)n(-c2nnc(Nc3cc(Cl)ccc3C)c3ccccc23)n1	6%	-2%	nt	1%[59 µM]	-18%	3	4%	nt	-2%
Cc1ccccc1CN(C)CC(=O)Nc1cccc(S(=O)(=O)N(C)c2ccccc2)c1	16%	-4%	-10%	1%	79µM*	-2	5%	-6%	-2%
C[C@H]1C(=O)N(C)CCN1C(=O)c1ccc(OC2CCN(CCc3ccccc3)CC2)cc1	nt	nt	-2%	nt	nt	-1	nt	4%	-1%
O=c1cc(-c2ccccc2)n2c(SCc3ccc(Cl)cc3)nnc2[nH]1	6%	-1%	-10%	11%[59 µM]	-19%	-1	29%	i	7%
COc1ccc(-c2csc(NCCc3nc4cc(Cl)c(N5CCCCC5)cc4n3CCOCCO)n2)cc1	25%	nt	-9%	nt	-29%	1	17%	3%	9%
COC(=O)CNC(=O)Cn1cnc2sc(C)c(S(=O)(=O)N3CCN(c4ccccc4OC)CC3)c2c1=O	0%	-17%	-1%	19%	2%	-4	36%	5%	0%
CCOc1ccc(C(=O)N/N=C/c2ccccc2[N+](=O)[O-])cc1	1%	-4%	-5%	15%	-8%	-4	33%	-7%	0%
CC(C)(C)OC(=O)N1CCC(c2c(C(=O)NCc3ccc(F)cc3)cnn2-c2ccc(F)cc2)CC1	-1%	-1%[57.1 µM]	-12%	-6%[59 µM]	-25%	0	7%	-4%	0%
CC(=O)N1CCN=C1SCc1cccc(F)c1	-8%	-8%	1%	nt	4%	0	15%	-6%	7%
Cc1cc(C)c2c(=O)[nH]c(SCc3ccc([N+](=O)[O-])cc3)nc2n1	18%	-1%	-5%	-37%	-10%	-4	28%	12%	7%
C=CCn1c(SCC(=O)NCCCO)nc2sc3c(c2c1=O)CCC3	-1%	9%	-21%	30%	-15%	2	27%	-6%	-2%
COc1ccccc1N(C)S(=O)(=O)c1ccc(Cl)c(C(=O)NC2=NCCS2)c1	-1%	-13%	-11%	2%	-22%	-20	?	8%	1%
Cc1ccc(NC2=CC(=O)CC(c3ccc(Cl)cc3)C2)cc1 (stereo not given)	64%	-3%	?	-7%[59 µM]	10%	-2	6%	-1%	12%
O=C1c2ccc(Oc3ccc([N+](=O)[O-])cc3)cc2C(=O)N1c1ccncc1	-7%	12%	-8%	8%	3%	3	34%	-2%	0%
O=C(CSc1nnc(CNc2ccc(F)cc2)n1CC1CCCO1)N1CCOCC1 (stereo not given)	3%	-2%	1%	-14%	-5%	0	35%[activator]	-9%	16%
COc1cccc(-c2cc(C(=O)N3CCN(Cc4ccc5c(c4)OCO5)CC3)on2)c1	?	-38%	?	-2%	-27%	-5	29%	7%	0%
CC(NS(=O)(=O)c1ccc2c(c1)OCCCO2)C(=O)O (stereo not given)	-6%	-37%	-19%	38%[59 µM]	-5%	-1	18%	1%	8%
CCn1c2ccccc2c2nnc(SCC(N)=O)nc21	0%	-2%	-5%	-20%[59 µM]	4%	0	28%	i	0%
COCc1nnc(NC(=O)c2cccc(NC(=O)C(C)C)c2)s1	0%	4%	-16%	nt	-17%	2	27%	-5%	0%
COc1cc(CN2CCC(CO)(Cc3cccc(C(F)(F)F)c3)CC2)ccc1F	7%	-1%	-21%	nt	-3%	-1	31%	i	0%
CCCCn1c(=O)[nH]c(=O)c2c1nc(-c1ccccc1OC(F)F)n2C	-3%	2%	-4%	-3%	6%	-21	8%	5%	1%
Cc1cccc(C)c1CC(=O)N1CCOCC1	-7%	7%	-11%	nt	-13%	-2	3%	0%	3%
CCCCn1nnc(NC(=O)c2ccc([N+](=O)[O-])cc2Cl)n1	-13%	-1%	24%	-2%	-16%[11.4 µM]	-2	-16%	-10%	1%
Cc1ccn2c(=O)c(C(=O)NCCCN3CCCCC3C)c(O)nc2c1 (stereo not given)	-3%&0%	-9%&2%	-20%&4%	16%[0.0925 µM]	-17%&-11%	9&-3	15%&11%	0%&-10%	-5%&5%
Cc1ccc2nc(SCC(=O)Nc3ccc4sc(C)nc4c3)c(C#N)cc2c1	?	1%	-4%	14%[59 µM]	-13%	1	11%	3%	-2%
O=C(CCc1ccccc1)NCCc1nc2ccccc2[nH]1	-1%	-11%	-4%	3%	-9%	-3	21%	i	0%
Cn1cc(CN2CCC[C@H]2CO)c(-c2cccc(Cl)c2)n1	-5%	-4%	-2%	3%	-20%	3	26%	-11%	1%

Assay outcomes as filed in PubChem BioAssay.
